KB-3-1 cytotox = kills parental KB-3-1 adenocarcinoma cells. KB-3-1 viability, CellTiter-Glo ATP luminescence, 72 h. Potency, µM (series often up to 46.1 µM), for the others: top-dose activity change, negative = cytotoxic, hits mostly cytotoxic. hit rate 1.4% among 400,000. AID 1347075; further: potency means the concentration at half of the fitted maximal effect; on the % scale 0 is the no-effect control and ±100 the full control effect; nearly all actives have a fitted effect of over 60% in size
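Parental KB-3-1 viability, qHTS format: 72 h compound exposure, 37 °C; CellTiter-Glo; media-only wells and DMSO plates as controls; concentration-effect fits on corrected data.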
DRD3 agonist = activates the human D3 dopamine receptor | hit rate 0.58% among 410,000 | P35462 | max activation, % | D3R DiscoveRx beta-arrestin cells, luminescence, 90 min; in the data active means max activation above about 30%; further: 0% is about no effect; mostly tested at two doses, the higher about 12 µM
Target sequence (P35462 whole entry, looked up): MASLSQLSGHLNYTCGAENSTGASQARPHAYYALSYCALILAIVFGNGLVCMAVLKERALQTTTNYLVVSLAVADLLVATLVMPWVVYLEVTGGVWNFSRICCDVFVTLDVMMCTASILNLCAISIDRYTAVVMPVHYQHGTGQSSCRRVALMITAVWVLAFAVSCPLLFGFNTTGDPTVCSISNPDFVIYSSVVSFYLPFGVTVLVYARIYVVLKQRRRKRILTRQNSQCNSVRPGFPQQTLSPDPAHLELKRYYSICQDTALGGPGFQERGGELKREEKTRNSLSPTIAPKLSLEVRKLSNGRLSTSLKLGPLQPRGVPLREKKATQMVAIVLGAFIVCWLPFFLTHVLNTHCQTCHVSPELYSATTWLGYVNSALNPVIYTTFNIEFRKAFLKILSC
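Agonist-mode cell screen: cells plated at 1500/well and incubated overnight at 37 °C, then exposed to library compounds for 90 min at 37 °C. Detection reagent was added for 30–60 min at room temperature, and luminescence was read.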
GLP-1R agonist = activates the human GLP-1 receptor; P43220; HEK293 GLP-1R CRE-luciferase, luminescence, 4-6 h; cells express a hypersensitive GLP-1R form; Potency, µM (series often up to 45.6 µM), without a hit: top-dose activation, most hits filed as activators; hit rate 0.007% among 380,000; AID 624172; further: potency means the concentration at half of the fitted maximal effect; % of control where 0% means no effect
Target sequence (P43220 whole entry, looked up): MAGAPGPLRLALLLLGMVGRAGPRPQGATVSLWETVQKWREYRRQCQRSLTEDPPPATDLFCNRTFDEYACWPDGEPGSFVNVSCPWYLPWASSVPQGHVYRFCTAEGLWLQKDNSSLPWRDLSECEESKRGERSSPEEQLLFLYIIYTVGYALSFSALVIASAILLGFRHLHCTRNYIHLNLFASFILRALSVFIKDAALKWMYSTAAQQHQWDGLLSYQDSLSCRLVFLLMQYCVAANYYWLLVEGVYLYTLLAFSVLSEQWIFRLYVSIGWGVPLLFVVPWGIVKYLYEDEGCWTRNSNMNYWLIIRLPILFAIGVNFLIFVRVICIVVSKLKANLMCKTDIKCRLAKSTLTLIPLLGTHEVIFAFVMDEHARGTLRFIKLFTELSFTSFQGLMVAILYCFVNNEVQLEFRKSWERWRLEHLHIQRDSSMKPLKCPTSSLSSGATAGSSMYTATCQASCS
HT1080 IDH1KD tx = kills HT-1080 cells with IDH1 knockdown; Potency, µM (titrated, usually from 46.1 µM), inactives show at the top dose activity, negative = toxicity, most hits filed as cytotoxic; HT-1080 IDH1 knockdown viability, ATP luminescence, 48 h; hit rate 2% among 360,000; AID 686971;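 further: potency means the concentration at half of the fitted maximal effect; 0% = DMSO wells and -100% = cell-free medium wells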
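CellTiter-Glo luminescence after 48 h compound exposure at 37 degrees C of IDH1-knockdown HT-1080 cells in 5% FBS RPMI. %Activity scaled between DMSO wells and cell-free media wells, with curves fitted and assigned curve classes.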
D3 antag = D3 dopamine receptor (human) antagonism. P35462. D3R cells, DiscoveRx beta-arrestin luminescence, antagonist mode; hits give low values. max response, negative = inhibition, %. hit rate 2.5% among 360,000. AID 652054; in the data active means max response below about -50%; inconclusive means no clear call, values can overlap the other calls; further: on the % scale 0 is the no-effect control and ±100 the full control effect; mostly tested at two doses, the higher about 12 µM
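Cells expressing the human receptor were seeded at 1500 cells/well, incubated overnight at 37 degrees C in 5% CO2, then exposed to library compounds with dopamine controls for 90 minutes at 37 degrees C before luminescent detection.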
IL1B secr inh = inhibitors of inflammasome signaling (IL-1 beta secretion). hit rate 4.7% among 360,000. activity change, % at 57.5 µM. AID 743279. THP-1 LPS/ATP IL-1B secretion, AlphaLISA, 16 h; hits give low values; in the data active means activity change below about -50%; inconclusive means mostly about -30% to -49%; further: on the % scale 0 is the no-effect control and ±100 the full control effect
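THP-1 cells pretreated 1 hr with compounds (up to 57.5 uM final), then stimulated with LPS (250 ng/mL final) plus ATP (1.25 mM final); secreted IL-1B measured by AlphaLISA after 16 hr, decreased signal indicating inhibition.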
HT1080-NT tox = kills 2HG-producing HT-1080-NT fibrosarcoma cells | HT-1080-NT fibrosarcoma viability, CellTiter-Glo ATP luminescence, 48 h | Potency, µM (titrated, usually from 46.1 µM), without a hit: at the highest dose activity, negative = less viability, actives largely listed as cytotoxic | hit rate 1.6% among 360,000;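 further: NT is the 2HG producing partner of a matched IDH1 knockdown line; potency means the concentration at half of the fitted maximal effect; 0% = DMSO-treated cells and -100% = media-only wells without cells; nearly all actives have a fitted effect of over 55% in size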
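Toxicity toward the 2HG-producing NT line was scored as %Activity, normalised to DMSO and no-cell wells, from CellTiter-Glo luminescence after 48 hours' treatment.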
KB-V1 MDR tox = kills drug-selected multidrug resistant KB-V1 cells. KB-V1 MDR cells viability, CellTiter-Glo, 72 h. Potency, µM (titrated, usually from 46.1 µM), for the others: at the top dose activity change, negative = cytotoxicity, usual class: cytotoxic. hit rate 3.4% among 400,000; further: potency means the concentration at half of the fitted maximal effect; on the % scale 0 is the no-effect control and ±100 the full control effect; nearly all actives have a fitted effect of over 60% in size
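Readout: CellTiter-Glo luminescence, 10 min after addition. Cells: KB-V1 MDR subline, 72 h at 37 degrees C with compound. Analysis: corrected, normalized data fitted to concentration-effect curves.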
SW480 rereplic = induces DNA re-replication in SW480 colon adenocarcinoma cells. SW480 DNA re-replication, Hoechst DNA content imaging, 48 h. Potency, µM (highest dose often 46.1 µM), for inactives: top-dose re-replication activation, actives largely listed as activators. hit rate 1.8% among 340,000. AID 624297; further: potency means the concentration at half of the fitted maximal effect; % of control where 0% means no effect; nearly all actives have a fitted effect of over 55% in size
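SW480 cells exposed to compounds for 48 hr at 37 C, 5% CO2, then Hoechst-stained 40 min. Nuclear DNA content imaged by fluorescence scanning (405 nm excitation, 500-530 nm emission); re-replication scored as increased high-intensity nuclei.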
An asterisk follows results filed as active; ? = inconclusive; . = no result given; & = joins results of further samples; [ ] = another dose, or the depositor's remark. Unless noted, the call rests on the fitted dose curve; in most records, active means well fitted curve in the direction sought with a large enough effect; inconclusive means small, poorly fitted or top-dose-only effect, or another doubt; inactive means no such curve, though single readings can be large; an effect the other way counts as inactive or inconclusive.

1: COc1ccccc1-c1cc(C(=O)NC(C)C)no1
2: CCOc1ccc(N(CC(=O)N/N=C/c2cc([N+](=O)[O-])ccc2Cl)S(C)(=O)=O)cc1
3: O=C(CNS(=O)(=O)c1ccccc1)Nc1ccc(F)cc1F
4: CC(=O)Nc1ccc(S(=O)(=O)N2CCN(CCCOc3ccccc3Cl)CC2)cc1
5: Cc1ccc(N(CC(=O)N2CCOCC2)S(=O)(=O)c2ccccc2)cc1
6: COc1ccc(-n2c(SCC(=O)OC(C)C)nnc2-c2ccccn2)cc1
7: CN(CC(=O)Nc1ccccc1C(=O)NC1CC1)Cc1ccco1
8: CCOc1ccccc1C(=O)N/N=C/c1coc2ccc(Cl)cc2c1=O
9: COc1ccc(NC(=O)c2cc(-c3ccc(C)cc3)on2)cc1
10: CCN(CC)S(=O)(=O)c1cc(NC(=O)CN2C(=O)NC(C)(c3ccccc3)C2=O)ccc1C (stereo not given)
assay / compound | 1 | 2 | 3 | 4 | 5 | 6 | 7 | 8 | 9 | 10
KB-3-1 cytotox | -19% | -17% | 0% | -2% | 6% | 9% | 22% | ? | 3% | 6%
DRD3 agonist | -12 | -8 | -5 | -1 | 2 | 8 | 2 | 1 | 17 | 6
GLP-1R agonist | 0% | 9% | 0% | -1% | -5% | 0% | -4% | -4% | 0% | 5%
HT1080 IDH1KD tx | -5% | -23% | -2% | 2% | 5% | -1% | 2% | -12% | 21% | ?
D3 antag | -21 | 9 | -1 | ? | 5 | -15 | 0 | -6 | 33 | 4
IL1B secr inh | 14 | -11 | 0 | -6 | -22 | 6 | -8 | 69 | -4 | 6
HT1080-NT tox | -18% | -1% | 1% | 3% | 6% | 8% | -6%[9.24 µM] | 1% | 23% | -9%
KB-V1 MDR tox | -12% | -1% | -2% | 28% | -6% | -5% | -11% | -10% | 0% | 4%
SW480 rereplic | -9% | -1% | -2% | -4% | 1% | -1% | -6% | 15µM* | -62%[inhibitor][1.84 µM] | 6%

11: O=C(C[C@@H]1C=C[C@@H](NC(=O)C2CC2)[C@@H](CO)O1)NCc1ccccc1Cl
12: CCOc1cc(CNCC(C)C)cc(Cl)c1OCc1ccccc1
13: O=C(NNC(=O)c1ccccn1)c1cccc([N+](=O)[O-])c1
14: Cc1ccc(S(=O)(=O)c2cnc(SCC(=O)Nc3cc(C)cc(C)c3)nc2N)cc1
15: O=C(NCCCN1CCOCC1)C1CCCN(S(=O)(=O)N2CCCCC2)C1 (stereo not given)
16: O=C(CCn1cnc2ccccc2c1=O)Nc1cccc(Cl)c1
17: COc1ccc(-n2nc3c(N4CCC(C(=O)NC5CCCCC5)CC4)nnc(C)c3c2C)cc1
18: O=C(Cc1c(Cl)cccc1Cl)NC1CC1
19: COc1cc(/C=N/O)cc(Cl)c1OC
20: N=C1C(c2nc3ccccc3[nH]2)=C(O)CN1c1ccccc1
assay / compound | 11 | 12 | 13 | 14 | 15 | 16 | 17 | 18 | 19 | 20
KB-3-1 cytotox | -6% | -1% | -3% | 0% | -6% | -1% | -3%&-2% | -4% | 3% | 23µM*
DRD3 agonist | 2 | -3 | 1 | 7 | 0 | 0 | -8&-2 | 1 | 3 | -1
GLP-1R agonist | . | -7% | 0% | 0% | -6% | 2% | 9% | 5% | 0% | 12%
HT1080 IDH1KD tx | 24% | -20% | -16% | . | 2% | -4% | -2% | 13% | 8% | -28%
D3 antag | 0 | 8 | 9 | . | -10 | -17 | -12 | 0 | 5 | 0
IL1B secr inh | -5 | -52* | 108 | . | -29 | -24 | 25 | -4 | 11 | 78
HT1080-NT tox | 12% | -22% | -1% | . | -3% | -1% | -1% | 9% | 4% | -8%
KB-V1 MDR tox | 0% | -2% | -8% | ? | 1% | 6% | ? | 5% | -17% | ?
SW480 rereplic | . | 23% | ? | . | 89% | -23% | 8% | -8% | 0% | ?

21: CCOc1ccc(C(=S)NC2CCCCC2)cc1
22: CCC(=O)Nc1cccc(C2=NOC3(C2)C[C@@H](C(N)=O)N(C(=O)CC(c2ccccc2)c2ccccc2)C3)c1 (stereo not given in full)
23: Cc1ccc(S(=O)(=O)N(CCC(=O)O)c2ccccc2)cc1
24: COc1ccc(C(=O)N2CC3(C)CC2CC(C)(C)C3)cc1 (stereo not given)
25: CCCCn1c(N)c(N(CCOC)C(=O)C2CCN(c3ncnc4sc(C)c(C)c34)CC2)c(=O)[nH]c1=O
26: CCOC(=O)C1=C(N)Oc2c(oc(CO)cc2=O)C1c1ccc(F)c(F)c1 (stereo not given)
27: c1ccc(-c2cc(-c3ccccc3)c3c(n2)-c2ccccc2OC3)cc1
28: CCCCCCCN1C2=NCCN2c2ccccc21
29: Cc1ccc(NC(=O)Cn2c(=O)oc3ccccc32)cc1
30: COc1ccccc1N1CCN(S(=O)(=O)CCNC(=O)c2cccs2)CC1
assay / compound | 21 | 22 | 23 | 24 | 25 | 26 | 27 | 28 | 29 | 30
KB-3-1 cytotox | -17% | 11% | -5% | 7% | 10% | -3% | -7% | ? | 13% | 5%
DRD3 agonist | 1 | 7 | 4 | -2 | 3 | -7 | 1 | 1 | 9 | -1
GLP-1R agonist | -6% | 0% | -6% | 2% | 10% | 5% | 1% | -3% | 7% | -2%
HT1080 IDH1KD tx | 4% | -1% | 17% | -2% | 5% | 11% | . | -12% | 8% | 0%
D3 antag | 29 | 29 | 20 | 14 | 4 | 6 | . | 1 | -5 | -1
IL1B secr inh | -7 | -17 | 0 | -28 | 4 | 5 | . | -55* | -21 | -7
HT1080-NT tox | 1% | 2% | 8% | -7% | 1% | 3% | . | -19% | 3% | 3%
KB-V1 MDR tox | 8% | ? | -14% | 8% | 22% | 0% | 0% | -27% | -7% | -12%
SW480 rereplic | 2% | -11% | -2% | 2% | -19% | -11% | . | -11% | -10% | .

31: CC1(C(=O)Nc2ccc3c(c2)OCCO3)CCN1C(=O)CC1CCCC1 (stereo not given)
32: Cn1cnc2c(N3CCCCC3)nccc21
33: O=C(O)CCn1c(=O)[nH]c(=O)n(CCC(=O)O)c1=O
34: CCCn1c(SCC(=O)N2CC(=O)Nc3ccccc32)nc2ccccc21
35: CCC(C)NC(=O)c1ccccc1NC(=O)/C(=C/c1ccc(OC)cc1)c1ccccc1 (stereo not given)
36: O=C(CC(c1ccco1)C1CCCCC1=O)c1ccco1 (stereo not given)
37: Cc1cccc(C)c1NC(=O)C(c1ccnc2ccccc12)N1CCN(CCN(C)C)CC1 (stereo not given)
38: CCc1cccc(Oc2nn[nH]n2)c1
39: O=C(N/C(=C\c1cccc(Br)c1)C(=O)N1CCCCC1)c1ccco1
40: COc1ccccc1-c1coc2c(CN3CCN(CCO)CC3)c(O)ccc2c1=O
assay / compound | 31 | 32 | 33 | 34 | 35 | 36 | 37 | 38 | 39 | 40
KB-3-1 cytotox | -1% | 21% | -2% | 1% | 6% | -5% | -19% | 5% | 3% | 2%
DRD3 agonist | -5 | -6 | -3 | 5 | -16 | 2 | -1 | -6 | -8 | 1
GLP-1R agonist | 9% | -3% | -1% | 4% | 12% | 0% | . | -9% | 14% | -4%
HT1080 IDH1KD tx | 21% | 24% | 15% | -4% | ? | 7% | 0% | 13% | -12% | 13%
D3 antag | -23 | -11 | -22 | 8 | -15 | 1 | 1 | 21 | -18 | 9
IL1B secr inh | -4 | 20 | 39 | 5 | 26 | -1 | 39 | -2 | -3 | 20
HT1080-NT tox | 6% | 12% | 21% | -9% | 23% | 10% | -12% | 6% | -23% | 11%
KB-V1 MDR tox | -22% | -7% | 4% | -28% | 15% | 11% | -28% | 15% | 17% | 10%
SW480 rereplic | . | -5% | -4% | 23% | 0% | 4% | . | -5% | -8% | -1%

41: Cn1c(=O)c2c(nc(Cl)n2Cc2ccc(Cl)c(Cl)c2)n(C)c1=O
42: CCCCCn1c(=O)[nH]c2cc(C(=O)N3CCN(CC)CC3)ccc2c1=O
43: COc1cc(-c2[nH]ncc2CN2CCSCC2)cc(OC)c1OC
44: COc1ccc(NC(=O)C2CCN(S(=O)(=O)c3ccc(N4CCCC4=O)cc3)CC2)c(OC)c1
45: CCCN(CCC)S(=O)(=O)c1ccc(NC(=O)c2cc(C(=O)OC)cc([N+](=O)[O-])c2)cc1
46: O=C(CCCN1C(=O)/C(=C/c2ccccc2Cl)SC1=S)N1CCOCC1
assay / compound | 41 | 42 | 43 | 44 | 45 | 46
KB-3-1 cytotox | ? | -4% | ? | 0% | -2% | ?
DRD3 agonist | 6 | -1 | -12 | -5 | -5 | -2
GLP-1R agonist | -5% | 0% | 18% | -3% | -3% | -4%
HT1080 IDH1KD tx | -8% | 2% | -6% | 9% | -4% | -1%
D3 antag | 50 | 8 | -2 | 13 | -19 | -16
IL1B secr inh | 38 | 15 | 102 | 18 | 11 | ?
HT1080-NT tox | -5% | 2% | -1% | 10% | -7% | -6%
KB-V1 MDR tox | 16µM* | -19% | 0% | ? | 10µM* | 10%
SW480 rereplic | -7% | -4% | 4% | 2% | 5% | ?

Reprinted at random: 2 entries already listed
41: Cn1c(=O)c2c(nc(Cl)n2Cc2ccc(Cl)c(Cl)c2)n(C)c1=O
44: COc1ccc(NC(=O)C2CCN(S(=O)(=O)c3ccc(N4CCCC4=O)cc3)CC2)c(OC)c1
assay / compound | 41 | 44
KB-3-1 cytotox | ? | 0%
DRD3 agonist | 6 | -5
GLP-1R agonist | -5% | -3%
HT1080 IDH1KD tx | -8% | 9%
D3 antag | 50 | 13
IL1B secr inh | 38 | 18
HT1080-NT tox | -5% | 10%
KB-V1 MDR tox | 16µM* | ?
SW480 rereplic | -7% | 2%

Just GLP-1R agonist, D3 antag and HT1080-NT tox, for some of the entries so far:
#	SMILES	GLP-1R agonist	D3 antag	HT1080-NT tox
46	O=C(CCCN1C(=O)/C(=C/c2ccccc2Cl)SC1=S)N1CCOCC1	-4%	-16	-6%
41	Cn1c(=O)c2c(nc(Cl)n2Cc2ccc(Cl)c(Cl)c2)n(C)c1=O	-5%	50	-5%
43	COc1cc(-c2[nH]ncc2CN2CCSCC2)cc(OC)c1OC	18%	-2	-1%

Screening data deposited in PubChem BioAssay by National Center for Advancing Translational Sciences (NCATS).
